# Bioassay records (PubChem)
# NSD2 block – NSD2 (human) methyltransferase inhibition; inhibition, % at 12.5 µM; 44,000 compounds, 0.07% hits; AID 624260; NSD2-SET H3K36me1 DELFIA fluorescence, biochemical; in the data active means inhibition above about 54%, passing the limit was not always enough; inconclusive means no clear call, values can overlap the other calls;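 further: inhibitors reduce the monomethyl H3K36 fluorescence signal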
# Target sequence (O96028 whole entry, looked up): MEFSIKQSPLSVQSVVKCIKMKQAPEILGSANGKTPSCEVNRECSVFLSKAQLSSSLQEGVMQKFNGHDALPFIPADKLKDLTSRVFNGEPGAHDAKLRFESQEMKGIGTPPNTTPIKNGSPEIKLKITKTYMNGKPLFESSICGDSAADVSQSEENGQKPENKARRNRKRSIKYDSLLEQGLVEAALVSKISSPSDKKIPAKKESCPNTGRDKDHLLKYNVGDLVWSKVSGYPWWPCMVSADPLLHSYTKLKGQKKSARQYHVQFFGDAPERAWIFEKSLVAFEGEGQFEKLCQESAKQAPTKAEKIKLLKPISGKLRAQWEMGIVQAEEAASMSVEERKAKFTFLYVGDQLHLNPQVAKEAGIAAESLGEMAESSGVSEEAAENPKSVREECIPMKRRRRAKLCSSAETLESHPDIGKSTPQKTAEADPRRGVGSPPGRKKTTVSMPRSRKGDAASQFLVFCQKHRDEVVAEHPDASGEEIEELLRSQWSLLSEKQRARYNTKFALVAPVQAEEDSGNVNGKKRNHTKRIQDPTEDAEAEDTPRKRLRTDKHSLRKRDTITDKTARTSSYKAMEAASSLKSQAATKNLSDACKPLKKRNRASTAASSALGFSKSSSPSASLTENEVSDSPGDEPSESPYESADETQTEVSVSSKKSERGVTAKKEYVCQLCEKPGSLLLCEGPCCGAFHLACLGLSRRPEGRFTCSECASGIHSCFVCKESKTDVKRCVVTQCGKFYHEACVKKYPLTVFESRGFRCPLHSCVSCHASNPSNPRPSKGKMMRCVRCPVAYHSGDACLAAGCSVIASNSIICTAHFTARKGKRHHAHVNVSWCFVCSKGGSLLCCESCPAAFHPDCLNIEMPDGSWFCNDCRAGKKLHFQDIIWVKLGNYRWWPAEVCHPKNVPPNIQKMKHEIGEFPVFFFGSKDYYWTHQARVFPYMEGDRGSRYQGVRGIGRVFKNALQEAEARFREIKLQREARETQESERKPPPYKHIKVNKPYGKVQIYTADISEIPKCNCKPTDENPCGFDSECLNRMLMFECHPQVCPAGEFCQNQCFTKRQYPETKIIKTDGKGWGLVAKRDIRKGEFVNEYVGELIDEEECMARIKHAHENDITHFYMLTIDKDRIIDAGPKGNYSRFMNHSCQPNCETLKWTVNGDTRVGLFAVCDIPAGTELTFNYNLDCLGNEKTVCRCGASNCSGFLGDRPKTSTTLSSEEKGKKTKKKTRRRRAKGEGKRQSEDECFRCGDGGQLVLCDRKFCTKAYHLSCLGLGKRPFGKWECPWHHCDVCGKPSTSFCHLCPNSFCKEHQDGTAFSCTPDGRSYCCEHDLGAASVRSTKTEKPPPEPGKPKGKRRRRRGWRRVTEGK
# An asterisk follows results filed as active; u = inconclusive. Some of the compounds tested, so the mix of outcomes need not match the whole.
NSD2 block	mol
-6	C[C@H](CO)N1C[C@H](C)[C@@H](CN(C)Cc2ccc(C(=O)Nc3ccccc3N)cc2)Oc2ccc(NS(=O)(=O)c3ccc(F)cc3)cc2C1=O
-2	CNC[C@@H]1Oc2cc(C#Cc3cccc(OC)c3)ccc2S(=O)(=O)N([C@@H](C)CO)C[C@H]1C
-6	C[C@@H]1CCCCO[C@H](CN(C)C(=O)Cc2ccccc2)[C@@H](C)CN([C@@H](C)CO)C(=O)c2cc(NC(=O)Nc3ccc(C(F)(F)F)cc3)ccc2O1
-9	C[C@@H]1CN([C@@H](C)CO)C(=O)c2cc(NS(=O)(=O)c3ccc(Cl)cc3)ccc2O[C@H]1CN(C)Cc1ccc(Cl)c(Cl)c1
-123	C[C@H]1CN([C@@H](C)CO)C(=O)c2cc(NC(=O)Nc3ccc4c(c3)OCO4)ccc2O[C@H]1CN(C)CC1CCCCC1
4	C[C@@H]1CN([C@@H](C)CO)C(=O)c2cccc(NS(C)(=O)=O)c2O[C@@H]1CN(C)C
0	C[C@@H]1CN([C@H](C)CO)C(=O)c2cccc(NC(=O)c3ccncc3)c2O[C@H]1CN(C)Cc1ccncc1
-2	C[C@H]1CN([C@@H](C)CO)C(=O)c2cc(C#CCN(C)C)cnc2O[C@H]1CN(C)Cc1ccccc1
3	C[C@@H]1CN([C@@H](C)CO)C(=O)c2cc(N(C)C)ccc2O[C@@H](C)CCCCO[C@@H]1CN(C)C(=O)Nc1cccc2ccccc12
0	COCC(=O)N(C)C[C@@H]1Oc2ncc(-c3ccc(C)cc3)cc2C(=O)N([C@H](C)CO)C[C@@H]1C
-9	Cc1ccc(S(=O)(=O)Nc2ccc3c(c2)CC(=O)N([C@@H](C)CO)C[C@@H](C)[C@@H](CN(C)CC2CCCCC2)O3)cc1
-2	C[C@@H]1CCCCO[C@@H](CN(C)C(=O)Nc2cccc3ccccc23)[C@H](C)CN([C@@H](C)CO)C(=O)c2cc(NS(=O)(=O)c3cccs3)ccc2O1
0	Cc1ccc(S(=O)(=O)N(C)C[C@@H]2OCCCC[C@H](C)Oc3ccc(NC(=O)CCCCCC(=O)Nc4ccccc4N)cc3C(=O)N([C@H](C)CO)C[C@@H]2C)cc1
2	C[C@H](CO)N1C[C@H](C)[C@H](CN(C)S(=O)(=O)c2ccccc2)Oc2c(NS(=O)(=O)c3ccc(Cl)cc3)cccc2C1=O
6	O=C(Nc1ccc2c(c1)[C@@H]1C[C@H](CC(=O)N3CCOCC3)O[C@H](CO)[C@@H]1O2)NC1CCCC1
2	C[C@@H]1CN([C@H](C)CO)C(=O)c2cc(C#Cc3ccccc3)cnc2O[C@@H]1CN(C)S(=O)(=O)c1ccccc1F
-4	C[C@@H]1CN([C@H](C)CO)C(=O)c2cc(/C=C/c3ccccc3)cnc2O[C@H]1CN(C)C(=O)C1CCC1
-2	COc1ccc(NC(=O)Nc2cccc3c2O[C@@H](CN(C)S(=O)(=O)c2cn(C)cn2)[C@@H](C)CN([C@@H](C)CO)C3=O)cc1
0	C[C@@H]1CN([C@H](C)CO)C(=O)Cc2cc(NC(=O)Nc3cccc4ccccc34)ccc2O[C@H]1CN(C)Cc1ccc(Cl)c(Cl)c1
-2	C[C@H]1CN([C@@H](C)CO)C(=O)Cc2cc(NS(C)(=O)=O)ccc2O[C@H]1CN(C)CC1CCCCC1

# Entries listed so far containing nitrogen in an aromatic ring (6):
NSD2 block	mol
0	C[C@@H]1CN([C@H](C)CO)C(=O)c2cccc(NC(=O)c3ccncc3)c2O[C@H]1CN(C)Cc1ccncc1
-2	C[C@H]1CN([C@@H](C)CO)C(=O)c2cc(C#CCN(C)C)cnc2O[C@H]1CN(C)Cc1ccccc1
0	COCC(=O)N(C)C[C@@H]1Oc2ncc(-c3ccc(C)cc3)cc2C(=O)N([C@H](C)CO)C[C@@H]1C
2	C[C@@H]1CN([C@H](C)CO)C(=O)c2cc(C#Cc3ccccc3)cnc2O[C@@H]1CN(C)S(=O)(=O)c1ccccc1F
-4	C[C@@H]1CN([C@H](C)CO)C(=O)c2cc(/C=C/c3ccccc3)cnc2O[C@H]1CN(C)C(=O)C1CCC1
-2	COc1ccc(NC(=O)Nc2cccc3c2O[C@@H](CN(C)S(=O)(=O)c2cn(C)cn2)[C@@H](C)CN([C@@H](C)CO)C3=O)cc1

# Further structures
NSD2 block	mol
3	CC(C)C#Cc1cnc2c(c1)C(=O)N([C@@H](C)CO)C[C@@H](C)[C@H](CN(C)C(=O)Nc1cccc(F)c1)O2
0	C[C@@H]1CN([C@@H](C)CO)C(=O)c2cc(NC(=O)C3CC3)ccc2O[C@@H]1CN(C)C(=O)Nc1ccc(C(F)(F)F)cc1
3	CC(=O)O[C@]1(C(C)=O)CCC2C3C=C(Cl)C4=CC(=O)CC[C@]4(C)C3CC[C@@]21C (stereo partly specified)
4	O=C(NCc1nc2ccccc2[nH]1)C1=C[C@H](c2ccc3c(c2)OCO3)C[C@H](OCc2ccc(CO)cc2)O1
4	C[C@H](CO)N1C[C@H](C)[C@H](CN(C)C(=O)Nc2ccc(F)cc2)Oc2ncc(C#Cc3ccc(F)cc3)cc2C1=O
-185	Cc1noc(C)c1S(=O)(=O)N(C)C[C@H]1Oc2ccc(NC(=O)Cc3ccccc3)cc2CC(=O)N([C@H](C)CO)C[C@@H]1C
-2	C[C@H](CO)N1C[C@H](C)[C@H](CN(C)C(=O)Nc2cccc3ccccc23)Oc2c(NS(=O)(=O)c3cn(C)cn3)cccc2C1=O
3	C[C@@H]1CN([C@@H](C)CO)C(=O)c2cc(NS(=O)(=O)c3cccs3)ccc2O[C@@H]1CN(C)S(=O)(=O)c1ccc(Cl)cc1
-3	C[C@H](CO)N1C[C@H](C)[C@H](CN(C)C(=O)Nc2ccccc2F)Oc2cc(-c3ccc(F)cc3)ccc2S1(=O)=O
-4	C[C@@H]1CN([C@@H](C)CO)C(=O)Cc2cc(NC(=O)Cc3ccccc3)ccc2O[C@H]1CN(C)Cc1ccccc1
-1	C[C@H]1CN([C@@H](C)CO)C(=O)c2cccc(NC(=O)C3CCOCC3)c2O[C@@H]1CN(C)S(=O)(=O)c1ccccc1
-1	C[C@@H]1CN([C@H](C)CO)C(=O)c2cc(NC(=O)CCCCCC(=O)Nc3ccccc3N)ccc2O[C@H]1CN(C)S(C)(=O)=O
8	Cc1ccc(S(=O)(=O)N(C)C[C@H]2OCCCC[C@@H](C)Oc3ccc(NC(=O)CCC(F)(F)F)cc3C(=O)N([C@H](C)CO)C[C@@H]2C)cc1
2	CC(C)NC(=O)Nc1ccc2c(c1)CC(=O)N([C@@H](C)CO)C[C@@H](C)[C@@H](CN(C)S(=O)(=O)c1ccc(F)cc1)O2
-3	[N-]=[N+]=Nc1ccccc1C[C@]1(C(=O)NCCN2CCOCC2)N=C(c2ccc(OCCCO)cc2)O[C@H]1c1ccccc1
-3	CN(C)C(=O)C[C@@H]1C[C@H]2c3cc(NC(=O)Nc4ccc(C(F)(F)F)cc4)ccc3O[C@H]2[C@H](CO)O1
-1	CCCN(C)C[C@H]1Oc2ncc(C#CCN(C)C)cc2C(=O)N([C@@H](C)CO)C[C@@H]1C
-4	C[C@H]1CN([C@@H](C)CO)C(=O)c2cc(NC(=O)Cc3cn(C)c4ccccc34)ccc2O[C@@H]1CN(C)C(=O)Nc1ccccc1
-1	C[C@H]1CN([C@@H](C)CO)C(=O)c2cc(N(C)C)ccc2O[C@@H]1CN(C)C
1	Cc1noc(C)c1NC(=O)N(C)C[C@H]1OCCCC[C@H](C)Oc2ccc(NC(=O)NC3CCCCC3)cc2C(=O)N([C@H](C)CO)C[C@@H]1C

# Entries from the list above that contain a thiophene ring, fused or not, in the order listed:
NSD2 block	mol
-2	C[C@@H]1CCCCO[C@@H](CN(C)C(=O)Nc2cccc3ccccc23)[C@H](C)CN([C@@H](C)CO)C(=O)c2cc(NS(=O)(=O)c3cccs3)ccc2O1
3	C[C@@H]1CN([C@@H](C)CO)C(=O)c2cc(NS(=O)(=O)c3cccs3)ccc2O[C@@H]1CN(C)S(=O)(=O)c1ccc(Cl)cc1

# Carrying on.
NSD2 block	mol
-1	C[C@@H]1CN([C@H](C)CO)C(=O)Cc2cc(NS(=O)(=O)c3ccccc3)ccc2O[C@H]1CN(C)S(=O)(=O)c1cccs1
5	C[C@H](CO)N1C[C@H](C)[C@H](CN(C)Cc2ccc(C(=O)O)cc2)Oc2ccc(NS(C)(=O)=O)cc2CC1=O
-11	C[C@@H]1CN([C@H](C)CO)C(=O)Cc2cc(NS(=O)(=O)c3cccs3)ccc2O[C@H]1CN(C)Cc1ccc(C(F)(F)F)cc1
3	C[C@H](CO)N1C[C@H](C)[C@H](CN(C)Cc2cccc(F)c2)Oc2ncc(C#CCc3ccccc3)cc2C1=O
2	COc1ccc(S(=O)(=O)N(C)C[C@@H]2Oc3ccc(NS(=O)(=O)c4c(C)noc4C)cc3C(=O)N([C@H](C)CO)C[C@H]2C)cc1
-1	C[C@H]1CN([C@@H](C)CO)C(=O)c2cc(NC(=O)Cn3cnnn3)ccc2O[C@H]1CN(C)CC1CC1
3	C[C@@H]1CCCCO[C@H](CN(C)C(=O)C2CCCCC2)[C@H](C)CN([C@@H](C)CO)C(=O)c2cc(NC(=O)c3ccncc3)ccc2O1
3	C[C@@H]1CN([C@H](C)CO)C(=O)c2cccc(NS(=O)(=O)c3ccc(F)cc3)c2O[C@H]1CN(C)C
-4	C[C@H]1CN([C@@H](C)CO)C(=O)Cc2cc(NC(=O)Cn3cnnn3)ccc2O[C@@H]1CN(C)Cc1ccccc1
-11	C/C=C/c1cnc2c(c1)C(=O)N([C@@H](C)CO)C[C@H](C)[C@H](CN(C)CC1CCOCC1)O2
6	CC(=O)N(C)C[C@H]1Oc2cc(C#CCN(C)C)ccc2S(=O)(=O)N([C@@H](C)CO)C[C@H]1C
-3	C[C@@H]1CN([C@@H](C)CO)S(=O)(=O)c2ccc(C#Cc3ccncc3)cc2O[C@@H]1CN(C)C(=O)c1ccncc1
-2	CN(C)CC(=O)Nc1ccc2c(c1)[C@@H]1C[C@@H](CC(=O)NC3CCCC3)O[C@@H](CO)[C@@H]1O2
3	C[C@H]1CN([C@@H](C)CO)C(=O)c2cccc(NS(=O)(=O)c3ccccc3)c2O[C@H]1CN(C)Cc1ccncc1
9	C[C@@H]1CN([C@@H](C)CO)C(=O)c2cc(NC(=O)c3ccccc3)ccc2O[C@@H](C)CCCCO[C@@H]1CN(C)Cc1ccc(C(=O)O)cc1
-1	O=c1oc2cc(O)ccc2s1
-2	Cc1cccc(S(=O)(=O)N(C)C[C@H]2OCc3ccccc3-c3c(n(C)c4ccccc34)C(=O)N([C@H](C)CO)C[C@H]2C)c1
-8	C[C@H]1CN([C@@H](C)CO)C(=O)Cc2cc(NC(=O)Nc3ccccc3)ccc2O[C@H]1CN(C)S(C)(=O)=O
-5	COc1ccc(S(=O)(=O)Nc2ccc3c(c2)C(=O)N([C@@H](C)CO)C[C@@H](C)[C@H](CN(C)Cc2ccc(C(F)(F)F)cc2)O3)cc1
2	C[C@@H]1CN([C@H](C)CO)C(=O)c2cc(NC(=O)c3ccncc3)ccc2O[C@@H](C)CCCCO[C@@H]1CN(C)Cc1ccccc1
3	CNC[C@H]1Oc2ccc(NS(=O)(=O)c3ccc(C)cc3)cc2CC(=O)N([C@H](C)CO)C[C@@H]1C
-6	CCCC#Cc1ccc2c(c1)O[C@@H](CN(C)Cc1ccncc1)[C@H](C)CN([C@@H](C)CO)S2(=O)=O
u	C[C@H]1CN([C@@H](C)CO)C(=O)c2cc(C#CCN(C)C)cnc2O[C@H]1CN(C)C(=O)c1cnccn1
26	C[C@H]1CCCCO[C@H](CN(C)C(=O)Cc2ccccc2)[C@@H](C)CN([C@@H](C)CO)C(=O)c2cc(NS(C)(=O)=O)ccc2O1
-9	C[C@H](CO)N1C[C@H](C)[C@H](CN(C)C(=O)C2CCCCC2)OCCCC[C@H](C)Oc2ccc(NC(=O)NC3CCCCC3)cc2C1=O
-5	C[C@H](CO)N1C[C@H](C)[C@H](CN(C)CC2CCCCC2)Oc2ccc(NS(=O)(=O)c3ccc(Cl)cc3)cc2CC1=O
3	C/C=C/c1ccc2c(c1)O[C@@H](CN(C)C(=O)C1CCC1)[C@H](C)CN([C@@H](C)CO)S2(=O)=O
6	Cc1ccc(S(=O)(=O)N(C)C[C@H]2Oc3cc(C#Cc4ccccc4)ccc3S(=O)(=O)N([C@H](C)CO)C[C@@H]2C)cc1
4	CC(C)CC#Cc1cnc2c(c1)C(=O)N([C@H](C)CO)C[C@H](C)[C@H](CN(C)Cc1ccccn1)O2
-7	COc1cccc(S(=O)(=O)N(C)C[C@@H]2Oc3cc(C#CCC(C)C)ccc3S(=O)(=O)N([C@H](C)CO)C[C@H]2C)c1
-1	C[C@@H]1CN([C@@H](C)CO)S(=O)(=O)c2ccc(C#CC3CCCCC3)cc2O[C@H]1CN(C)C(=O)Cc1ccncc1
2	C[C@@H]1CCCCO[C@@H](CN(C)C(=O)Cc2ccccc2)[C@@H](C)CN([C@H](C)CO)C(=O)c2cc(NC(=O)CCCCCC(=O)Nc3ccccc3N)ccc2O1
-5	COc1ccc(S(=O)(=O)Nc2cccc3c2O[C@H](CN(C)Cc2ccc(C(=O)Nc4ccccc4N)cc2)[C@H](C)CN([C@@H](C)CO)C3=O)cc1
1	C[C@H]1CN([C@@H](C)CO)C(=O)c2cc(-c3cccc(C#N)c3)cnc2O[C@H]1CN(C)C(=O)C1CC1
1	Cc1noc(C)c1NC(=O)Nc1ccc2c(c1)C(=O)N([C@H](C)CO)C[C@H](C)[C@@H](CN(C)C)OCCCC[C@@H](C)O2
1	C[C@@H]1CN([C@@H](C)CO)C(=O)c2cc(NC(=O)Nc3cccc4ccccc34)ccc2O[C@@H](C)CCCCO[C@@H]1CN(C)CC1CCCCC1
-3	Cc1ccc(S(=O)(=O)Nc2ccc3c(c2)C(=O)N([C@@H](C)CO)C[C@@H](C)[C@H](CN(C)C(=O)c2ccccc2)OCCCC[C@@H](C)O3)cc1
1	COc1ccc(C#Cc2cnc3c(c2)C(=O)N([C@H](C)CO)C[C@H](C)[C@H](CN(C)S(=O)(=O)c2cccs2)O3)cc1OC
-1	CCC(=O)[C@@]1(C)[C@H](C)C[C@H]2[C@@H]3CCC4=CC(=O)C=C[C@]4(C)[C@H]3[C@@H](O)C[C@@]21C
